Source: PubChem
PfHsp40 yeast – compounds rescuing yeast from Plasmodium falciparum HSP40 toxicity | S. cerevisiae expressing PfHsp40, growth rescue, ATP luminescence | growth rescue, % at 12.5 µM | 0.68% of 340,000 active; in the data active means growth rescue above about 28%, passing the limit was not always enough; inconclusive means no clear call, values can overlap the other calls;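 further: yeast W303a lacking pdr1 and pdr3 grown in galactose medium; growth measured after three days at 30 °C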
BH1578 lux ind – inducers of Vibrio cholerae quorum light production without autoinducers. V. cholerae BH1578 lux reporter, luminescence, 6 h. activation, % at 18.7 µM. 0.16% of 350,000 active; in the data active means activation mostly above about 9.7%, no sharp cut-off; inconclusive means no clear call, values can overlap the other calls; inactive means mostly below about 3.7%; further: not every result past the cut was called active; inactives centre near 0; reference of the scale not given here
PrPC surface inh – cell surface PrPC inhibition, primary TR-FRET screen; P04156; TR-FRET read-out; inhibition, % at 13.8 µM; 0.43% of 370,000 active; in the data active means inhibition above about 24%; further: 0% = median of the test wells and 100% = reference compound wells
BoNT-A LC inh2 – inhibitors of Botulinum neurotoxin A light chain protease. multiplex microsphere protease substrate cleavage, flow cytometry. inhibition, % at 10 µM. 0.17% of 360,000 active; further: plate controls were buffer without enzyme for full effect and enzyme alone for no effect
Y pestis TopoI – Y. pestis Topo-I inhibition via cleavage products. 0.064% of 360,000 active. Y. pestis Topo-I cleavage product accumulation, plate reader. AID 504884. activity, % at 10 µM; in the data active means activity above about 50%, passing the limit was not always enough; inconclusive means no clear call, values can overlap the other calls; further: inactives centre near 2
PriA SSB inh – blocks PriA binding to SSB C-terminal tail; AlphaScreen SSBct-PriA binding, biotinylated peptide; inhibition, % at 33 µM; 0.6% of 430,000 active; in the data active means inhibition mostly above about 37%, no sharp cut-off; inactive means mostly below about 20%;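 further: plate controls were negative control peptide for no effect and reference peptide for full effect; strong numbers were not always called active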
TcdB GH inh – inhibitors of Clostridioides difficile toxin B glycohydrolase | P18177 | TcdB glycohydrolase enzymatic assay, plate reader | inhibition, % at 9.99 µM | 0.24% of 350,000 active; in the data active means inhibition above about 10%
Anthrax LF prot – anthrax lethal factor protease inhibition. P15917. multiplex microsphere protease cleavage assay, LF. inhibition, % at 10 µM. 0.12% of 360,000 active. AID 588501; further: plate controls were buffer without enzyme for full effect and enzyme alone for no effect
3CLpro inhibitor – SARS-CoV 3CLpro protease inhibition. recombinant SARS-CoV 3CLpro, quenched FRET peptide cleavage. inhibition, % at 6 µM. 0.14% of 290,000 active. AID 1706; in the data active means inhibition above about 12%
Numbers without * were called inactive; i = inactive; ? = inconclusive; / = not tested or not shown; & = joins results of further samples. Unless noted, no stated cut-off is given here; in the data, active means inhibition above about 30%; inconclusive means no clear call, values can overlap the other calls; inactive means below that. Only part of the results is shown; count on the stated rates, not on these rows.

Every second line gives: PfHsp40 yeast	BH1578 lux ind	PrPC surface inh	BoNT-A LC inh2	Y pestis TopoI	PriA SSB inh	TcdB GH inh	Anthrax LF prot	3CLpro inhibitor
Cc1cccc(C)c1OCc1cc(C(=O)N2CCCCCCC2)no1
→ 1.7	-0.3	2	1.1	38	-23	0.5	2	-2
O=C(CCc1ccc(O)c(O)c1)N/N=C/c1cc2c(cc1[N+](=O)[O-])OCO2
→ -1.6	i	-5	-1.1	-3	/	0.6	-2	-1
CC1(C(=O)NS(=O)(=O)c2ccc(Cl)cc2)CCN1C(=O)CCc1cccs1 (stereo unspecified)
→ /	i	1	0.1	-2	/	0.8	-1	/
Cn1c2ccc(F)cc2c2nc3ccccc3nc21
→ ?	i	-7	15	-7	-38	0.5	10	3
Cc1[nH]c2ccccc2c1C(=O)COc1ccccc1
→ -1.1	i	5	-0.2	-9	-6	/	1	0
Cc1ccc(-n2nc(C)c3c2OC(N)=C(C#N)C3c2ccc(C)o2)cc1 (stereo unspecified)
→ -1.2	-1.8	-6	0.1	-5	24	-2.2	-5	-4
COc1ccc(CNC(=O)COc2ccc(S(=O)(=O)N3CCCCC3)cc2)cc1
→ -1.0	-0.4	9	-3.2	30	-5	0.5	-3	-4
BrCC(Br)(Br)Br
→ -0.9	-0.3	-7	0.3	-2	9	-1.0	-3	/
CN(C)CC(C(=O)c1ccccc1)c1ccccc1 (stereo unspecified)
→ -0.1	-0.6	2	0.2	-8	-5	/	0	2
O=C1CCCN1CCCNc1ncnc2c1cnn2-c1ccc(Cl)cc1
→ -0.6	-0.3	7	-0.5	11	-15	2.8	-4	2
C=CC1=C(C(=O)O)N2C(=O)C(NC(=O)Cc3ccccc3)C2SC1 (stereo unspecified)
→ -0.3	i	-6	/	1	-8	0.0	/	3
Cc1nn(-c2ccccn2)c2c1-c1nc(N3CCOCC3)ncc1CC2
→ -0.6	i	4	-0.5	0	-9	/	-4	-1
Cn1nccc1-c1coc2c(C(=O)N3CCOCC3)cccc12
→ /	i	2	0.5	0	/	0.0	0	/
COc1ccc(N2CCN(C(=O)Cn3cnc4c3c(=O)n(C)c(=O)n4C)CC2)cc1
→ -0.4	i	1	0.2	3	-1	0.5	1	0
CCOc1ccc(CC2S/C(=N/N=C/c3ccco3)NC2=O)cc1 (stereo unspecified)
→ 0.5	0.5	2	-0.1	-2	/	-0.5	-4	5
COc1cccc(-n2nnnc2SCC(=O)c2ccc(NC(C)=O)cc2)c1
→ 0.4	-0.4	2	0.8	2	-10	1.4	-4	-3
COc1ccc(-c2nnc(SCC(=O)NC3CCCCC3)o2)cc1
→ -1.4	-0.2	-2	1.7	-1	-3	-0.3	0	-7
O=C(NC(Cc1ccccc1)C(=O)O)/C(=C/c1ccc(Cl)cc1)NC(=O)c1ccco1 (stereo unspecified)
→ 0.2	-0.2	4	0.1	-1	-3	1.6	1	-2
Clc1nc2ccccc2cc1-c1nnn(-c2ccccc2Br)n1
→ 1.8	i	-5	-0.4	-3	-11	1.2	-7	/
C/C(=N\NC(=O)c1ccco1)c1ccc(NC(=O)C(F)(F)F)cc1
→ -0.6	4.3	5	3.0	4	/	2.3	-4	-7
CCC1=C(OC(=O)c2ccccc2)C(C)(C)C(c2ccccc2)OC1=O (stereo unspecified)
→ -1.4	-0.6	11	0.3	-8	-9	/	-2	-3
O=C(Nc1cccc([N+](=O)[O-])c1)Nn1cnnc1
→ 0.1	-0.4	-14	-0.7	-1	5	1.1	2	-4
Cc1ccc(C(=O)COC(=O)CNC(=O)C(c2ccccc2)c2ccccc2)cc1[N+](=O)[O-]
→ 0.9	i	-7	-0.4	-7	-7	/	2	1
CCCCN1C[C@H](C)[C@@H](CC(=O)Nc2ccc(OC)cc2)C1=O
→ /	-0.4	1	0.1	-3	/	1.1	-2	/
Cc1csc(NC(=O)CN2C(=O)C3CC=CCC3C2=O)n1 (stereo unspecified)
→ 0.1	i	3	-1.2	4	-6	/	-2	3
COc1ccc(-n2c(C)cc(C(=O)Cn3nc(C(=O)O)c4ccccc4c3=O)c2C)cc1
→ -0.4	i	6	0.0	-1	13	/	0	1
O=c1cnn(-c2ccccc2)c(-c2ccccc2)c1
→ -0.1	i	-1	-0.7	3	-10	/	1	4
Cc1ccc(C2=NS(=O)(=O)N(C)C(C(=O)NC3CCCC3)=C2)cc1
→ 0.5	-0.1	-7	0.5	7	-6	0.9	-2	-7
O=C1C=CC(=O)N1Cc1cccnc1
→ -1.4	i	2	-0.7	6	1	1.7	-1	/
CC(C)(C)OC(=O)C[C@@H]1C/C=C\C[C@H](CC(=O)N[C@H](CO)Cc2ccccc2)C(=O)N2CCC[C@H]2COC1=O
→ -0.4	-0.3	0	-0.7	-1	/	-8.0	-4	/

The list goes on, starting with the last three of the part before.
Every second line gives: PfHsp40 yeast	BH1578 lux ind	PrPC surface inh	BoNT-A LC inh2	Y pestis TopoI	PriA SSB inh	TcdB GH inh	Anthrax LF prot	3CLpro inhibitor
Cc1ccc(C2=NS(=O)(=O)N(C)C(C(=O)NC3CCCC3)=C2)cc1
→ 0.5	-0.1	-7	0.5	7	-6	0.9	-2	-7
O=C1C=CC(=O)N1Cc1cccnc1
→ -1.4	i	2	-0.7	6	1	1.7	-1	/
CC(C)(C)OC(=O)C[C@@H]1C/C=C\C[C@H](CC(=O)N[C@H](CO)Cc2ccccc2)C(=O)N2CCC[C@H]2COC1=O
→ -0.4	-0.3	0	-0.7	-1	/	-8.0	-4	/
COc1ccc(-c2coc3cc(OC)cc(O)c3c2=O)cc1
→ 0.5	-0.3	-2	-1.0	-1	1	/	1	3
CC(=O)NCCC(=O)N1CCc2c([nH]c3ccccc23)C1c1cccc(C)c1 (stereo unspecified)
→ -0.8	i	-10	0.2	18	4	0.6	-6	-1
Cc1cc(C)nc(SCc2ccc(C(=O)NN=C3CCCC3)cc2)n1
→ 1.1	-0.4	2	2.2	15	-8	-5.4	-4	3
CCC(C)c1ccc(O)c(NC(=S)NC(=O)c2cccs2)c1 (stereo unspecified)
→ /	i	5	-0.3	-13	/	0.9	-5	/
CCC1(c2ccccc2)C(=O)NC(=S)NC1=O
→ -0.5	i	5	-1.0	3	-14	-1.4	3	/
Cc1ccc(N2CC(C(=O)Nc3cccnc3)CC2=O)cc1C (stereo unspecified)
→ 0.5	0.6	5	1.4	-11	-14	-12	5	-5
Cn1c(SCc2ccccc2C#N)nnc1-c1ccncc1
→ 0.0	0.0	-4	0.5	-6	-16	-0.6	-13	1
COC(=O)C(Cc1ccccc1)NC(=O)CSc1nc(C)cc(=O)[nH]1 (stereo unspecified)
→ 3.0	-0.3	-1	-0.5	6	3	22*	2	-3
O=C(NNC(=S)Nc1ccc(Cl)cc1)c1ccccc1
→ -0.3	-0.4	8	/	-5	16	1.1	/	-2
CCCC(=O)Nc1ccc(N2CCN(CC)CC2)c(Cl)c1
→ 1.1	2.9	-3	-0.3	2	-4	/	3	1
c1ccc(NCc2nnc3n2CCCCC3)cc1
→ -0.5	-0.9	-5	-0.4	10	-7	/	-3	-7
COc1ccc(NC(=O)C(OC(=O)c2ccc([N+](=O)[O-])o2)c2ccccc2)cc1Cl (stereo unspecified)
→ 3.7	i	-15	-0.5	0	3	/	-2	4
O=C(CCN1C(=O)/C(=C/c2ccccc2Cl)SC1=S)NNC(=O)c1cccnc1
→ 1.4	2.0	-4	0.1	5	-3	9.1	7	-3
COc1ccc(NC(=O)N2CCC(n3nnc4cc(C)ccc43)CC2)cc1
→ -0.3	i	0	-1.9	6	0	/	-10	2
COC(=O)C1CCN(C(=O)C(C)Oc2ccc(Cl)cc2Cl)CC1 (stereo unspecified)
→ -1.0	i	/	-0.5	1	-11	0.5	-4	-1
CC(=O)N1CCCc2cc(S(=O)(=O)Nc3cccc(C)c3C)ccc21
→ 0.3	-5.3	9	-0.2	-6	-8	1.9	-1	2
CC(=O)N1CC(C)Oc2ccc(S(=O)(=O)NC(CC(=O)O)c3ccccc3C)cc21 (stereo unspecified)
→ -1.5	i	6	-2.0	2	-15	0.0	-1	-4
NC(=O)C(=O)N/N=C/c1c2ccccc2cc2ccccc12
→ 0.7	-1.4	-1	-3.0	6	/	0.7	0	3
COc1cccc(C2[C@H](C)C3(CCN2C)OCCO3)c1 (stereo partly specified)
→ 0.5	-0.3	-5	1.3	-2	5	1.1	-1	1
COc1ccccc1C(=O)NCCC(=O)Nc1cccc(S(=O)(=O)N2CCCC2)c1
→ -0.6	i	0	-1.0	0	-4	1.9	-2	/
Cc1cc(C)nc(/N=C(\NC(=O)C(C)(C)C)Nc2ccccc2)n1
→ 0.3	-0.5	-4	1.8	0	/	0.1	14	0
CC1(C(=O)NCc2cc(F)cc(C(F)(F)F)c2)C=CC2(CCCCC2)N1C(=O)c1ccccc1 (stereo unspecified)
→ -1.6	0.4	-1	0.4	4	-16	1.1&2.0	1	-6
Cc1cc(CN(C)C(=O)c2cc(COc3ccc(C)c(C)c3)on2)n[nH]1
→ -0.7	0.3	-4	-0.2	32	-5	0.6	2	5
Cc1ccc(C)n1-c1ccc(C(=O)NN)cc1
→ -0.6	i	0	1.2	-3	5	-0.7	-1	-4
COc1cccc(-c2ccc(C#N)c(=O)[nH]2)c1
→ 0.4	-0.1	-5	-0.6	1	3	-0.2	-3	-1
C=CCN(C(=O)C1=NN(C2CCS(=O)(=O)C2)C(=O)CC1)c1nc(-c2ccc([N+](=O)[O-])cc2)cs1 (stereo unspecified)
→ 1.3	-0.3	-19	0.1	17	-3	0.2	-1	5
COc1ccc(C(CNC(=O)CNC(=O)c2cc(OC)c(OC)c(OC)c2)N2CCOCC2)cc1 (stereo unspecified)
→ -0.9	-0.5	0	/	4	-11	0.9	/	/
c1ccc(N=Nc2cn[nH]c2-c2ccco2)cc1
→ 2.1	-0.1	0	-0.3	12	6	1.0	-1	2
O=C(c1ccc(S(=O)(=O)N2CCOCC2)cc1)N1CCN(c2ccccc2)CC1
→ -0.3	-0.4	-3	?	2	-10	/	?	0
CCOC(=O)CSc1ccc(-c2nc3ccccc3[nH]2)cn1
→ 0.2	10	-2	0.4	0	-16	/	-6	-1
O=c1[nH]c2ccccc2n1C1CCN(C(c2ccccc2)c2nnnn2-c2ccc3c(c2)OCCO3)CC1 (stereo unspecified)
→ /	/	13	-0.7	/	/	1.0	-11	/
O=C(Nc1cccc(F)c1)N(Cc1ccc(Cl)cc1)CC(O)C(F)(F)F (stereo unspecified)
→ 0.0	i	8	-0.8	-10	-12	/	0	6
O=C(CCc1ccccc1)Nc1cc2c(cc1Cl)OCCO2
→ 0.9	i	12	-1.5	2	-2	/	0	7
COc1ccc(F)cc1C(=O)C1CCCN(Cc2cccn2-c2cccnc2)C1 (stereo unspecified)
→ 1.3	i	-3	-1.0	-12	-17	1.2	-7	2
CCc1nc2c(OCc3ccc(OC)cc3)cccn2c1N(C)C(=O)c1ccc(OC)cc1
→ /	i	1	-0.2	32	/	0.1	0	/
Cc1ccc(-n2c3c(cc(C(=O)O)c2=O)C(=O)CC(C)(C)C3)cc1
→ 1.2	0.5	6	1.5	9	-15	/	-3	1
COc1ccccc1CCNC(=O)CN1C(=O)c2ccccc2S1(=O)=O
→ 1.0	i	0	0.5	12	2	0.8	-2	/
Cc1[nH]c2ccc(Br)cc2c(=O)c1CN1CCCCC1
→ -0.6	1.8	-10	?	2	-14	/	-26	-1
O=c1c2c3c(sc2nc2n1CCCC2)CCC3
→ 0.9	-2.0	6	-0.1	4	-4	/	3	-3
Cc1sc(NC(=O)c2ccco2)c(C(c2cccnc2)N2CCN(CCO)CC2)c1C (stereo unspecified)
→ 0.5	i	-10	0.4	-6	9	1.5	-4	1
Nc1nc(NC(=O)/C=C/c2ccc(F)cc2)nn1-c1ccccc1
→ -1.4	-0.7	-5	-0.8	2	-6	0.6	12	-2
Cc1ccc(C(=O)N2C(=S)C(c3ccc(F)cc3)=NC23CCN(C)CC3)cc1
→ 1.1	-5.1	-1	-0.4	-10	0	0.8	1	0
